Screening results from PubChem.
WT yeast gro inh – growth inhibition of WT strain, primary screen, mitochondrial fusion inhibitor project, WT and mutant strains, chemical genetic. mitochondrial fusion phenotypic screen. inhibition, % at 10 µM. hit rate 2.1% among 190,000; in the data active = inhibition above about 58%; tested in S. cerevisiae
P. falciparum M1AAP – P. falciparum M1AAP inhibitors, biochemical, fluorogenic H-Leu-NHMec substrate, 1536-well (AID 1445) | Aminopeptidase N (Plasmodium falciparum (isolate 3D7)) | recombinant M1AAP, H-Leu-NHMec fluorogenic kinetic assay; higher % means a stronger effect | inhibition, % at 30 µM; hits with a dose series show IC50 in µM | hit rate 0.42% among 220,000;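 active = primary inhibition above the hit cutoff, then over 50% inhibition at one or more dose response concentrations, cut at about 23% in these data, passing the limit was not always enough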;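 note: plate controls were DMSO full reaction for no effect and no enzyme background for full effect; strong numbers were not always called active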
P. falciparum M17LAP – P. falciparum M17LAP inhibitors, primary screen, biochemical, fluorogenic H-Leu-NHMec substrate, 1536-well (AID 1619); Leucine aminopeptidase (Plasmodium falciparum (isolate 3D7)); hit rate 0.38% among 220,000; recombinant M17LAP, H-Leu-NHMec fluorogenic kinetic assay; higher % means a stronger effect; one-dose inhibition, % at 30 µM; IC50 in µM for titrated hits;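 active = compound inhibiting the enzyme by more than half at any dose during confirmatory dose-response retesting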;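 note: plate controls were full reaction with DMSO carrier for no effect and no enzyme background for full effect; strong numbers were not always called active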
human PMI inhibitors – human PMI inhibitors, high substrate, primary screen, biochemical, fluorescence intensity, high mannose 6-phosphate (AID 1220); Mannose-6-phosphate isomerase (Homo sapiens); recombinant PMI enzyme, coupled fluorescence intensity; higher % means a stronger effect; one-dose inhibition, % at 20 µM; IC50 in µM for titrated hits; hit rate 0.66% among 190,000
human PMI inhibition – inhibitors of human PMI, primary screen, biochemical, fluorescence intensity, coupled assay (AID 1209); hit rate 0.42% among 190,000; Mannose-6-phosphate isomerase (Homo sapiens); purified PMI enzyme, coupled fluorescence intensity; higher % means a stronger effect; inhibition, % at 20 µM, or IC50 in µM where a hit was titrated;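 note: plate controls were DMSO vehicle for no effect and wells lacking substrate for full effect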
Yfh1-depleted yeast – enhancers of respiration in Yfh1-depleted yeast, dose response, Friedreich's ataxia, plus single-dose screen (AID 1465); one-dose fold induction at 50 µM; EC50 in µM for titrated hits; hit rate 0.074% among 220,000; S. cerevisiae Yfh1-off respiration, WST-1 reduction, 72 h; higher fold induction means a stronger effect;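 active = fold induction of absorbance versus untreated yeast above a set limit, then at least 30% activation at any dose in follow-up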;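 note: activators that raise dye reduction in frataxin-depleted yeast; strong numbers were not always called active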
XIAP antagonists – XIAP antagonists, biochemical, IAP family, fluorescence polarization (AID 1018); hit rate 0.007% among 200,000; XIAP BIR domain, fluorescence polarization peptide displacement; higher % means a stronger effect; displacement, % at 20 µM, or IC50 in µM where a hit was titrated; in the data active = displacement above about 50%; note: a part of the inactive calls stands beside numbers as strong as those of hits
LYP phosphatase – inhibitors of LYP phosphatase, biochemical, fluorescence intensity, uHTS (AID 1779); one-dose inhibition, % at 11.5 µM; IC50 in µM for titrated hits; hit rate 0.054% among 290,000; recombinant LYP phosphatase, fluorescence intensity; higher % means a stronger effect;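 note: plate controls were vehicle with enzyme for no effect and no enzyme for full effect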
TNAP activators – human TNAP enzyme activators, primary screen, biochemical, luminescent, no phosphate acceptor, uHTS (AID 1001); Alkaline phosphatase, tissue-nonspecific isozyme (Homo sapiens); purified TNAP, luminescent activation assay, no phosphate acceptor; higher activation fold means a stronger effect; activation fold at 20 µM; hits with a dose series show EC50 in µM; hit rate 0.03% among 200,000; in the data active = activation fold from about 3, or a potency from the dose series; inactive = the rest, 99 in 100 with activation fold below about 1.6; note: many of its hits are not listed in these tables
WT yeast gro inh mutant strain – further read-out of WT yeast gro inh, marked with its call; inhibition, %; mitochondrial fusion phenotypic screen, mutant strain inhibition
* = called active by the depositor; i = inactive; x = not tested or not shown. Cut-off read from the data, not from the text of the source, unless noted: active = inhibition above about 50%; inactive = the rest.

SMILES	WT yeast gro inh	WT yeast gro inh mutant strain	P. falciparum M1AAP	P. falciparum M17LAP	human PMI inhibitors	human PMI inhibition	Yfh1-depleted yeast	XIAP antagonists	LYP phosphatase	TNAP activators
COc1ccc(CNC(=O)CN(CCC(C)C)S(=O)(=O)c2ccc3c(c2)OCCO3)cc1	5	-9	5%	-1%	-6%	13%	i	-5.4%	7%	1.1
O=C(COC(=O)Cc1ccc(Cl)cc1)Nc1ccc(OC(F)F)cc1	-1	-1	4%	6%	18%	21%	i	-4.9%	-5%	1
O=C(NNC(=O)c1cnccc1C(F)(F)F)c1cccc(Cl)c1	x	x	1%	2%	x	x	i	x	-6%	x
O=C1c2ccccc2S(=O)(=O)N1CC1CC(c2ccccc2)=NO1 (stereo not given)	0	8	-1%	6%	3%	-6%	i	-1.9%	-1%	1.1
CCOC(=O)C1=C(CN2CCSCC2)NC(=O)NC1c1ccc2c(c1)OCO2 (stereo not given)	-24	-16	-6%	5%	-1%	1%	i	-4.6%	-4%	1.2
COCCn1c(SCCN2CCOCC2)nc2c1c(=O)[nH]c(=O)n2C	3	0	0%	3%	-7%	-6%	i	-1.3%	3%	1.1
CSc1cccc(NC(=O)/C=C/c2ccco2)c1	13	-9	2%	7%	23%	25%	i	-1.3%	3%	1.1
COc1cccc(-c2nc(S(=O)(=O)c3ccccc3)c(N3CCOCC3)o2)c1	-12	-5	-5%	-1%	4%	7%	i	-4.1%	0%	1
N#C/C(=C\c1ccc(Oc2ccc(C(F)(F)F)cc2[N+](=O)[O-])cc1)c1nc2ccccc2[nH]1	22	14	5%	3%	10%	-3%	i	-4.9%	2%	1
COc1cc2c(cc1OC)C(Nc1ccccc1)=NC(C)(C)C2	-8	-14	5%	-1%	-4%	3%	i	-4.6%	5%	1.1
CCCOC(=O)c1ccc(Oc2cn[nH]c2-c2ccc(OCC)cc2O)cc1	-12	-24	4%	7%	4%	8%	i	-4.0%	4%	1
Fc1cccc(Cl)c1CSc1ccc(-c2ccco2)nn1	75*	68*	6%	16%	-12%	-8%	i	-15%	0%	0.9
O=c1[nH]c(CN2CCN(c3ccccn3)CC2)nc2c(Br)cc(Br)cc12	x	x	7%	6%	x	x	i	x	-4%	x
CCCc1cc(=O)[nH]c(SCC(=O)c2ccc3c(c2)NC(=O)CO3)n1	x	x	-2%	-7%	x	x	i	x	-4%	x
CCS(=O)(=O)N1Cc2ccccc2CC1C(=O)Nc1ncc(C)s1 (stereo not given)	-3	5	0%	-5%	-7%	-12%	i	-7.6%	-9%	1
O=C(Cc1ccccc1[N+](=O)[O-])NCc1ccccc1Cl	-14	-15	2%	-1%	8%	-5%	i	-3.9%	-2%	1.1
O=C(NCc1ccccc1)C1CCCN(c2nc3ccsc3c(=O)s2)C1 (stereo not given)	-14	0	-4%	1%	-2%	-5%	i	-0.3%	-6%	1.1
Cc1ccc([N+](=O)[O-])c2c1C(N1CCCC1)C(C)(C)O2 (stereo not given)	13	9	1%	2%	-44%	-60%	i	-4.4%	4%	1.1
Cn1nnnc1NCc1ccc(Cl)c(Cl)c1	-2	14	6%	3%	-11%	-8%	i	-5.0%	-15%	1
CCOC(=O)c1cnc2c(-c3cccc(Br)c3)cnn2c1C	-11	1	5%	5%	2%	10%	i	-2.6%	-3%	1.1
Cc1ccc(C)c(NS(=O)(=O)c2c(C)nn(C)c2C)c1	-21	-10	0%	14%	0%	-1%	i	-2.1%	-6%	1.1
Clc1ccc(Oc2nc3c(Cl)cccc3s2)cc1Cl	x	x	0%	12%	x	x	i	x	-3%	x
N#C/C(=C/Nc1ccccc1)c1ccsc1	-11	3	-8%	8%	0%	11%	i	-3.7%	3%	1.1
COc1ccc(-c2noc(=O)n2Cc2cc(C)ccc2C)cc1	12	20	5%	6%	x	x	i	-4.3%	-8%	1
CCOc1ccc(-c2cc3cc(OC)c(OC)cc3c(C)n2)cc1	-2	15	-3%	3%	9%	3%	i	-5.9%	-5%	1.1

3 compounds already listed, arranged by formula weight, descending.
SMILES	WT yeast gro inh	WT yeast gro inh mutant strain	P. falciparum M1AAP	P. falciparum M17LAP	human PMI inhibitors	human PMI inhibition	Yfh1-depleted yeast	XIAP antagonists	LYP phosphatase	TNAP activators
O=C(COC(=O)Cc1ccc(Cl)cc1)Nc1ccc(OC(F)F)cc1	-1	-1	4%	6%	18%	21%	i	-4.9%	-5%	1
CCCc1cc(=O)[nH]c(SCC(=O)c2ccc3c(c2)NC(=O)CO3)n1	x	x	-2%	-7%	x	x	i	x	-4%	x
Cc1ccc(C)c(NS(=O)(=O)c2c(C)nn(C)c2C)c1	-21	-10	0%	14%	0%	-1%	i	-2.1%	-6%	1.1

The list continues.
SMILES	WT yeast gro inh	WT yeast gro inh mutant strain	P. falciparum M1AAP	P. falciparum M17LAP	human PMI inhibitors	human PMI inhibition	Yfh1-depleted yeast	XIAP antagonists	LYP phosphatase	TNAP activators
Cn1c(=O)c2c(ncn2CC(=O)OCC(=O)Nc2ccccc2Cl)n(C)c1=O	-14	-7	-2%	2%	-7%	7%	i	3.6%	6%	1
N#Cc1ccc(CSc2nnc(-c3ccncc3)o2)cc1	-17	9	4%	-2%	-2%	-2%	i	-4.0%	-6%	1
CCOC(=O)c1c(NC(=O)CS(=O)(=O)c2cn(CC)c3ccccc23)sc2c1CCCC2	9	-27	5%	8%	20%	18%	i	-5.3%	4%	1.1
CCOC(=O)N1CCN(C(=O)c2ccc3c(=O)n4c(nc3c2)CCCCC4)CC1	15	8	-1%	7%	8%	11%	i	-2.5%	-1%	1.1
Cc1ccc(-c2cc(C(F)F)n3ncc(C(=O)Nc4c(C)nn(Cc5ccccc5Cl)c4C)c3n2)cc1	76*	13*	-2%	2%	2%	6%	i	-2.8%	7%	1
CCC(C)(C)n1nnnc1C(c1cc2ccc(OC)cc2[nH]c1=O)N1CCc2ccccc21 (stereo not given)	10	-3	12%	-7%	42%	23%	i	-7.0%	4%	1
COc1ccc(C2CC(c3ccc4ccccc4c3OC(C)=O)=NN2C(C)=O)cc1 (stereo not given)	x	x	4%	2%	x	x	i	x	1%	x
Cc1ccccc1OCC(=O)NN1Cc2ccccc2C1=N	-4	0	-5%	22%	-5%	-2%	i	-3.6%	-8%	1
CC(C)NC(=S)NCc1cccs1	4	18	-1%	0%	1%	0%	i	-5.3%	-3%	1
COc1ccc(-c2nc3c4ccccc4ccn3c2CN2CCCCC2)cc1OC	x	x	1%	1%	x	x	i	x	-8%	x
Cc1nc(N)sc1C(=O)N/N=C/c1ccccc1[N+](=O)[O-]	6	-6	6%	13%	3%	4%	i	-5.2%	4%	1.1
CCOC(=O)CC1=NC(=O)CS1	-12	-10	-2%	-4%	-10%	-12%	i	-2.7%	-6%	1.1
O=C(CSc1nc2ccccc2c(=O)n1-c1ccc(F)cc1)Nc1ccc(N2CCOCC2)cc1	-9	-5	3%	11%	-3%	5%	i	-3.9%	-3%	1.1
CCOc1ccc2nc(NC(=O)CSc3ccc(Cl)cc3)sc2c1	10	-10	3%	0%	6%	10%	i	-2.3%	1%	1
O=C(CCc1ccccc1)n1nc(-c2ccccc2)nc1NCc1ccco1	5	6	-3%	11%	11%	10%	i	-4.7%	4%	0.7
CCn1cc(CNC(=O)C2C3CCC(C3)C2C(=O)O)cn1 (stereo not given)	-5	16	0%	11%	-9%	-5%	x	-5.0%	-6%	1
Cc1ccc2nc(Cl)c3cc(C(=O)N(CCN(C)C)Cc4ccco4)sc3c2c1	35	18	-3%	-4%	7%	4%	i	1.8%	-2%	1.1
O=C(Nc1cc(C(F)(F)F)ccc1N1CCOCC1)C1Cc2ccccc2CN1C(=O)c1ccco1 (stereo not given)	0	-6	7%	6%	-27%	-28%	i	-1.0%	2%	1
COc1cccc(Cn2cccc(NC(=O)Nc3ccccc3C)c2=O)c1	-4	3	8%	6%	x	x	i	-4.4%	-5%	1
CCCC[n+]1ccn(-c2nc3ccccc3nc2[N-]S(=O)(=O)c2ccccc2)c1	18	13	7%	-6%	-1%	1%	i	-4.2%	-2%	1.1
Cc1cccc(C(=O)Nc2ccc(C(=O)/C=C/c3cccs3)cc2)c1	15	-9	1%	7%	9%	14%	i	0.3%	0%	1
CN1N=C(C(C)(C)C)CSC1=Nc1ccc(F)cc1	x	x	-2%	-5%	x	x	i	x	-5%	x
CSc1ccc(C(=O)C2CCCN(Cc3cccc4nccnc34)C2)cc1 (stereo not given)	x	x	5%	4%	x	x	i	x	-2%	x
Cc1csc(NC(=O)c2ccccc2[N+](=O)[O-])n1	11	14	5%	-4%	-6%	-4%	i	-2.5%	-8%	1.1
COc1ccccc1NS(=O)(=O)c1cc(Cl)ccc1OC	-2	-9	11%	11%	4%	4%	i	-7.5%	-8%	1.1
O=C(COC(=O)/C=C/c1cccs1)Nc1ccc2ccccc2c1	4	5	-3%	-2%	12%	9%	i	-4.9%	-4%	1.1
C=CCN(C(=O)CCC(=O)O)C1CC(=O)N(c2ccc(OCCC)cc2)C1=O (stereo not given)	2	7	6%	7%	12%	18%	i	-6.4%	-4%	1.1
Cn1ccnc1C(O)(c1ccccc1)c1ccccc1	x	x	-4%	-2%	x	x	i	x	-1%	x
Fc1ccc2c(c1)C(c1cccnc1)=NNC(c1cccs1)=N2	-9	-4	6%	-3%	-12%	-14%	i	-3.8%	0%	1.1

Part of the list above, with each value named.
Molecule: Cc1cccc(C(=O)Nc2ccc(C(=O)/C=C/c3cccs3)cc2)c1
- WT yeast gro inh: 15
- WT yeast gro inh mutant strain: -9
- P. falciparum M1AAP: 1%
- P. falciparum M17LAP: 7%
- human PMI inhibitors: 9%
- human PMI inhibition: 14%
- Yfh1-depleted yeast: i
- XIAP antagonists: 0.3%
- LYP phosphatase: 0%
- TNAP activators: 1

Molecule: CN1N=C(C(C)(C)C)CSC1=Nc1ccc(F)cc1
- WT yeast gro inh: x
- WT yeast gro inh mutant strain: x
- P. falciparum M1AAP: -2%
- P. falciparum M17LAP: -5%
- human PMI inhibitors: x
- human PMI inhibition: x
- Yfh1-depleted yeast: i
- XIAP antagonists: x
- LYP phosphatase: -5%
- TNAP activators: x

Molecule: CSc1ccc(C(=O)C2CCCN(Cc3cccc4nccnc34)C2)cc1 (stereo not given)
- WT yeast gro inh: x
- WT yeast gro inh mutant strain: x
- P. falciparum M1AAP: 5%
- P. falciparum M17LAP: 4%
- human PMI inhibitors: x
- human PMI inhibition: x
- Yfh1-depleted yeast: i
- XIAP antagonists: x
- LYP phosphatase: -2%
- TNAP activators: x

Molecule: Cc1csc(NC(=O)c2ccccc2[N+](=O)[O-])n1
- WT yeast gro inh: 11
- WT yeast gro inh mutant strain: 14
- P. falciparum M1AAP: 5%
- P. falciparum M17LAP: -4%
- human PMI inhibitors: -6%
- human PMI inhibition: -4%
- Yfh1-depleted yeast: i
- XIAP antagonists: -2.5%
- LYP phosphatase: -8%
- TNAP activators: 1.1

Copied from the list.
Fc1ccc2c(c1)C(c1cccnc1)=NNC(c1cccs1)=N2 in WT yeast gro inh = -9
Cc1csc(NC(=O)c2ccccc2[N+](=O)[O-])n1 in WT yeast gro inh mutant strain = 14
